Compound activity from PubChem BioAssay.
GAA glycogen mod: qHTS Assay for Inhibitors and Activators of Human alpha-Glucosidase Cleavage of Glycogen; recombinant GAA, glycogen substrate, Amplex Red glucose oxidase fluorescence; 0.38% of 300,000 active; AID 2100, 2009; Potency, µM (top dose mostly 76.4 µM), for inactives: top-dose activity change, negative = inhibition, hits mostly inhibitors;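 also: 0% = full enzyme reaction and -100% = no-enzyme basal signal; the screen sought inhibitors and activators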
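Recombinant human alpha-glucosidase (4 nM final) hydrolysed bovine liver glycogen (30 ug) for 40 min at 37 C in pH 5.0 citrate/phosphate with 0.01% Tween-20. Released glucose detected by glucose oxidase/Amplex Red, Ex 573/Em 610 nm. Compounds up to 77 uM; AC50 from Hill fits.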
aGal spleen mod: qHTS Assay for Inhibitors and Activators of Human alpha-Galactosidase From Spleen Homogenate. human spleen homogenate, 4MU-alpha-Gal fluorescence, 40 min. 0.008% of 240,000 active. Potency, µM (titrated, usually from 80 µM), inactives show at the top dose activity change, negative = inhibition, actives largely listed as inhibitors. Alpha-galactosidase A (Homo sapiens), P06280;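 also: 0% = enzyme with vehicle and -100% = no enzyme basal signal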
Target sequence (P06280 32-429 limits assumed): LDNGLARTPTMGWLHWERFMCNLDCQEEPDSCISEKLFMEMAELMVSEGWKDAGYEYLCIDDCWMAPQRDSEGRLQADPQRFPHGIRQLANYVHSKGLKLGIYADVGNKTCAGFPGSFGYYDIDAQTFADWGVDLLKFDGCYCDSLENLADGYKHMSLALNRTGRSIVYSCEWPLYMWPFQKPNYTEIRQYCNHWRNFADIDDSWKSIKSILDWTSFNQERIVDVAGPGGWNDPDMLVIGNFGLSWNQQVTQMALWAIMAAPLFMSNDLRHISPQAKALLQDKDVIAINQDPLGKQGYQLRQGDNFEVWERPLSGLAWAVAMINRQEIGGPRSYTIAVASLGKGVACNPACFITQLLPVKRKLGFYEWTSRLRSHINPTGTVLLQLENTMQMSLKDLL
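Inhibition or activation of alpha-galactosidase in human spleen homogenate is scored by 4-MU fluorescence after 40 min at 37C, pH 5.0, with 1 mM substrate. AC50s come from concentration-response fitted to the Hill equation.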
GAA inh: qHTS Assay for Inhibitors of Human alpha-Glucosidase as a Potential Chaperone Treatment of Pompe Disease; AID 1466, 2008; purified human GAA, 4-MU-alpha-glucoside fluorescence; Potency, µM (doses to about 76.9 µM), for the others: top-dose activity change, negative = inhibition, most hits filed as inhibitors; 0.005% of 200,000 active; Lysosomal alpha-glucosidase (Homo sapiens), P10253;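 also: plate controls were uninhibited enzyme wells for no effect and no-enzyme background for full effect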
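Enzyme (4 nM final) mixed with compound (up to 77 uM), then 4-MU-alpha-D-pyranoside (400 uM final) added; 20 min at room temperature, pH 5.0. Reaction stopped at pH 10, fluorescence read, AC50 derived by Hill fit.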
Tau fibril ThT: qHTS for Inhibitors of Tau Fibril Formation, Thioflavin T Binding | Microtubule-associated protein tau (Homo sapiens), P10636 | recombinant tau K18 P301L, heparin-induced fibrillization, ThT fluorescence | Potency, µM (series often up to 57.4 µM), without a hit: top-dose activity, negative = inhibition, actives largely listed as inhibitors | 2.1% of 270,000 active | AID 1460, 2008; also: % is scaled to controls: 0 for no effect and ±100 for the full control effect; nearly all actives have a fitted effect of over 55% in size
Target sequence (P10636 561-689 P618L limits assumed): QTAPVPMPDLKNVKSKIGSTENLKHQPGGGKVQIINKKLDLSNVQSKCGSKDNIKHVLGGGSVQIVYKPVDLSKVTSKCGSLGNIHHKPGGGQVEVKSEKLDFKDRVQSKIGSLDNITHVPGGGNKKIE
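Heparin-induced (20 uM) aggregation of recombinant human K18 P301L tau, 15 uM unlabeled with 0.24 uM labeled, pH 7 acetate buffer, 6 hr at 37 C with compound. Fibrils quantified by 30 uM ThT fluorescence after 1 hr ambient incubation.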
Tau FP inhib: qHTS for Inhibitors of Tau Fibril Formation, Fluorescence Polarization; Microtubule-associated protein tau (Homo sapiens), P10636; K18 P301L tau heparin fibrillization, Alexa594 FP, 6 h; Potency, µM (titrated, usually from 57.7 µM), without a hit: at the top dose activity, negative = inhibition, usual class: inhibitors; 0.39% of 280,000 active; also: % is scaled to controls: 0 for no effect and ±100 for the full control effect; nearly all actives have a fitted effect of over 55% in size
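K18 P301L tau (15 uM unlabeled/0.24 uM Alexa 594-labeled, final) + compound + heparin 20 uM final; 100 mM NaOAc pH 7; 6 hr 37 C; ThT 30 uM final added, 1 hr RT; FP ex 555/em 632 nm.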
Tau fluor cs: Counterscreen qHTS for Inhibitors of Tau Fibril Formation, Fluorescence Polarization; tau K18 P301L Alexa594 fluorescence, heparin fibrillization; Potency, µM (series often up to 57.7 µM), for inactives: at the top dose activity change, negative = decrease; 0.93% of 280,000 active; AID 1463, 2008; also: % is scaled to controls: 0 for no effect and ±100 for the full control effect; nearly all actives have a fitted effect of over 55% in size
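Human tau K18 P301L (15 uM unlabeled, 0.24 uM Alexa 594-labeled) in 100 mM sodium acetate pH 7 with 20 uM heparin, 6 hr at 37 C. ThT 30 uM added, 1 hr ambient; Alexa 594 FP and total fluorescence read at 555/632 nm.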
HTT ATP protect: qHTS Multiplex Assay to Identify Dual Action Probes in a Cell Model of Huntington: Cytoprotection (ATP); PC12 HTT-Q103 induced, cytoprotection, ATP luminescence, 40 h; Potency, µM (highest dose often 56.4 µM), without a hit: cytoprotection (ATP increase), most hits filed as activators; AID 1471, 2008; 0.14% of 230,000 active;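 also: % of control where 0% means no effect; nearly all actives have a fitted effect of over 45% in size; toxic huntingtin expression switched on by the ecdysone agonist tebufenozide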
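Compounds added alongside 100 nM tebufenozide, which induces toxic Q103 huntingtin exon 1-GFP in stable PC12 cells; surviving cells quantified by luminescent ATP measurement. Medium: phenol red-free DMEM, 5% equine and 5% calf serum.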
aGlu spleen mod: qHTS Assay for Inhibitors and Activators of Human alpha-Glucosidase From Spleen Homogenate. Potency, µM (series often up to 79.9 µM), for the others: at the highest dose activity change, negative = inhibition, hits mostly inhibitors. Lysosomal alpha-glucosidase (Homo sapiens), P10253. human spleen homogenate, 4-MU-alpha-glucoside fluorescence. 0.006% of 240,000 active;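 also: 0% = enzyme with vehicle and -100% = no enzyme basal signal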
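Compounds were titrated against alpha-glucosidase in spleen homogenate at pH 5.0, with 1 mM 4-methylumbelliferyl substrate for 40 min at 37 C. Reactions were quenched with pH 10 NaOH/glycine and fluorescence measured.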
The depositor's hits bear a star; ? = inconclusive; nt = no result given; & = joins results of further samples; [ ] = another dose, or the depositor's remark. Calls follow the shape of the dose curve; as a rule, active = well fitted curve in the direction sought with a large enough effect; inconclusive = small, poorly fitted or top-dose-only effect, or another doubt; inactive = no such curve, though single readings can be large; an effect the other way counts as inactive or inconclusive. Potency is read from the fitted curve at half-maximal effect.

Screens in order: aGal spleen mod	aGlu spleen mod	Tau fibril ThT	HTT ATP protect	GAA glycogen mod	Tau FP inhib	Tau fluor cs	GAA inh
O=C(CSc1nncn1-c1ccccc1)NC1CCCc2ccccc21 (stereo unspecified)
→ -8%	-9%	3%	20%[1.9 µM]	7%	10%	4%	2%
CC#CC#Cc1cccc(=O)o1
→ 3%	1%	?	-1%[10 µM]	-6%	-10%	-6%	nt
Cc1ccc(CNC(=O)c2cccnc2Cl)cc1
→ 3%	-11%	3%	-29%	8%	6%	8%	3%
COc1ccc(/C=c2/sc3n(c2=O)C(c2ccccc2OC)C2=C(N=3)c3ccccc3CC2)cc1O (stereo unspecified)
→ -1%	-2%	?	-62%[inhibitor]	-22%	-4%	?	-7%
Cc1sc(NC(=O)c2ccccc2)c(C#N)c1-c1ccccc1
→ -5%	-6%	-5%	-2%[10 µM]	11%	-1%	-16%	-3%
COC(=O)c1c(C)noc1-c1snnc1C
→ 8%	-13%	-8%	8%[10 µM]	3%	-9%	-10%	-4%
CCOc1ccc(S(=O)(=O)NCc2ccco2)cc1
→ 4%	3%	0%	-8%	4%	3%	0%	-3%
CCN(CC)C(=O)CSc1nc2cc3c(cc2c(=O)n1CCCC(=O)NCc1ccc(OC)cc1)OCO3
→ 2%	-3%	-6%&-11%	-55%[inhibitor]	-11%	-9%&-2%	-9%&-12%	-9%
CNC(=O)c1c(NC(NC(=O)c2ccco2)C(=O)c2ccc(Cl)cc2)sc2c1CCCC2 (stereo unspecified)
→ -3%	0%	25µM*	-13%	?	?	-29%	0%
CCc1ccc(NS(=O)(=O)c2ccc3[nH]cc(C(=O)NCc4ccc(C)cc4)c(=O)c3c2)cc1
→ nt	nt	10%	nt	12%[76.3 µM]	3.5µM*	?	nt
Cc1cc2cc3c(cc2nc1SCC(=O)OC(C)C)OCO3
→ -3%	-6%	?	-14%	-8%	4%	-25%	-2%
COc1ccccc1CNC(=O)c1cc2c(s1)-c1ccccc1OC2
→ nt	nt	-6%	nt	-4%[76.3 µM]	-17%	?	nt
O=C(NCc1ccc(F)cc1)C1CCCN(C(=O)Nc2ccccc2)C1 (stereo unspecified)
→ 3%	0%	-1%	-11%	1%	-3%	5%	-3%
COc1cccc(C2c3c(C)nn(-c4ccc([N+](=O)[O-])cc4)c3N=C3C(=O)Nc4ccccc4N32)c1 (stereo unspecified)
→ 1%	5%	?	nt	22%	-4%	-27%	-11%
COc1ccc(/C=C(\C#N)C(=O)OCC(=O)Nc2c(C)cccc2C)cc1
→ 0%	3%	-18%	11%[10 µM]	10%	-18%	-6%	11%
O=C(NC12CC3CC(CC(C3)C1)C2)c1ccc(N2CCNCC2)c([N+](=O)[O-])c1
→ 3%	6%	?	-14%[10 µM]	1%	0%	-9%	-1%[15.4 µM]
Cc1ccc(N(CC(O)Cn2nc(C)cc2C)S(=O)(=O)c2ccc3ccccc3c2)cc1 (stereo unspecified)
→ -2%	-3%	-11%	4%[10 µM]	6%	9%	-12%	-18%
CC(C)NS(=O)(=O)c1ccc(OCC(=O)NCC2CCCO2)c(Cl)c1 (stereo unspecified)
→ -10%	-4%	-2%	-8%	-1%	0%	0%	5%
O=C(CCOc1ccccc1)Nc1ccc([N+](=O)[O-])cc1
→ -10%	-2%	?	-52%[inhibitor]	2%	0%	-15%	-5%
CC1CC(NC(=O)c2ncn[nH]2)CC(C)(C)C1 (stereo unspecified)
→ 5%	-3%	-10%	-18%	9%	-3%	-13%	-7%
COC(=O)Cn1c(=O)c2c(nc(Br)n2Cc2ccccc2Cl)n(C)c1=O
→ -5%	-3%	-6%	-12%	1%	-2%	-6%	-2%
O=c1c2ccccc2c(-c2ccccc2)nn1Cc1ccccc1
→ -3%	3%	-17%	22%[10 µM]	0%	5%	1%	-5%
Cc1cc(NC(=O)Nc2nnc(N3CCCCC3)s2)ccc1Br
→ nt	nt	-1%	nt	13%[76.3 µM]	-1%	-6%	nt
Cc1ccc(CNC(=O)COC(=O)c2ccc(Cl)c(N)c2)cc1
→ 8%	3%	6%	-1%[1.9 µM]	10%	4%	2%	-1%
Cc1cccc(CNc2ccc(C(CC(N)=O)NC(=O)Cc3cccc4ccccc34)cc2[N+](=O)[O-])c1 (stereo unspecified)
→ -6%	6%	?	17%[10 µM]	0%	-4%	-23%	nt
COc1cccc(NC(=O)N2CCN(c3nnnn3-c3ccccc3)CC2)c1
→ -8%	-1%	-4%	-21%	2%	1%	-5%	0%
COc1ccccc1CNC(=O)C1CCN(c2nc3ccccc3o2)CC1
→ 3%	6%	?	-4%[0.074 µM]	2%	-4%	-13%	4%
Cc1nc(N2CCOCC2)[nH]c(=O)c1C
→ 2%	3%	-2%	2%	6%	4%	-2%	-1%
COC(=O)c1ccc(CSc2nc3c(c(=O)[nH]2)CCC3)cc1
→ nt	nt	0%	nt	8%[76.3 µM]	-12%	-9%	nt
COc1ccccc1CNC(=O)C(C)NS(=O)(=O)c1ccc(C)cc1 (stereo unspecified)
→ -16%	-8%	-8%	11%	5%	3%	-4%	3%
Cc1cc(S(=O)(=O)Nc2cc3c(cc2NCc2ccccc2)n(C)c(=O)n3C)ccc1F
→ nt	nt	?	nt	nt	-7%	?	nt
O=C(O)CCC(=O)NNc1ncnc2ccccc12
→ -3%	-7%	-12%	12%[10 µM]	?	3%	1%	6%
O=C(CN1C(=O)NC2(CCc3ccccc3C2)C1=O)Nc1ccc(Cl)cc1F (stereo unspecified)
→ 3%	5%	-6%	2%[1.9 µM]	-4%	-10%	-9%	-2%
O=c1[nH]c(CN2CCN(S(=O)(=O)c3cccs3)CC2)nc2c(Br)cc(Br)cc12
→ 5%	-5%	-3%	-37%[inhibitor]	-1%	-10%	-27%	-5%
O=C1CCCC2=C1C1(CCCC1)N=C(Nc1nc3ccccc3s1)N2
→ 3%	-5%	1%	-2%[0.074 µM]	5%	-11%	-15%	?
Cc1ccc(-n2c(Cc3cccn3C)nnc2SCC(=O)NCc2ccc3c(c2)OCO3)cc1
→ 5%	3%	3%	18%[10 µM]	0%	-1%	5%	0%
CC(C)N1CCN(Cc2cccn2-c2ccccn2)CC1CCO (stereo unspecified)
→ 0%	3%	-3%	1%[10 µM]	-9%	3%	2%	nt
O=C(NCCCn1ccnc1)c1csc2ccccc12
→ -1%	-1%	-12%	-1%	2%	3%	-6%	-3%
Cc1ccccc1NC(=O)c1cc(S(=O)(=O)N2CCOCC2)ccc1F
→ -8%	-17%	5%	-33%	13%	-5%	6%	-1%
CCn1c(Cc2ccccc2)nnc1SCC(=O)Nc1nc(C)cs1
→ -4%	-1%	-6%	15%[1.9 µM]	9%	-1%	-6%	-1%
Cc1cc(N2CCN(C(=O)c3ccco3)CC2)n2nc(C)nc2n1
→ 1%	3%	-5%	-8%	6%	-10%	-8%	-10%
CC1Cn2c(nc3c2c(=O)[nH]c(=O)n3C)O1 (stereo unspecified)
→ -2%	-24%	7%	-9%[10 µM]	4%	5%	9%	0%
COc1cc2c(cc1OC)C(c1ccccc1)N(C(=O)c1ccco1)CC2 (stereo unspecified)
→ -2%	0%	?	-5%	9%	-8%	-10%	-3%
CCOC(=O)C1CCN(c2cc(=O)n(-c3ccc(OC)cc3)c(=O)[nH]2)CC1
→ 6%	-1%	-16%	21%[10 µM]	4%	-1%	-5%	3%
Cc1ccc2oc3c(c(=O)c2c1)C(c1ccc(O)cc1)N(Cc1ccc2c(c1)OCO2)C3=O (stereo unspecified)
→ nt	nt	15%	nt	16%[76.3 µM]	-14%	3%	nt
Cc1cn2c(=O)cc(COc3ccccc3NC(=O)c3ccccc3C)nc2s1
→ nt	nt	?	nt	-9%[76.3 µM]	?	-8%	nt
COc1cccc(/C=N/NC(=O)CCNc2n[nH]c(=O)[nH]c2=O)c1OC
→ -2%	5%	-2%	-20%	23%	-1%	3%	?
Clc1ccc(Cl)c2sc(N3CCCC3)nc12
→ -9%	-4%	-23%	-20%	6%	-3%	-21%	3%
Cc1nnc2ccc(-c3ccc(NS(C)(=O)=O)cc3)nn12
→ 1%	-7%	-6%	-8%	-9%	4%	-2%	3%
N#CCSc1ncnc2c1cnn2CCO
→ 1%	-3%	-12%	?	5%	-4%	-9%	4%

Continuation:
Screens in order: aGal spleen mod	aGlu spleen mod	Tau fibril ThT	HTT ATP protect	GAA glycogen mod	Tau FP inhib	Tau fluor cs	GAA inh
COC(=O)c1ccc(/C=N/NC(=O)CC(=O)NCC(C)C)cc1
→ -3%	-5%	-19%	21%[10 µM]	3%	-4%	-12%	-7%
NC(N)=Nc1nc2cc([N+](=O)[O-])ccc2o1
→ 1%	-4%	-10%	-2%[10 µM]	-1%	-4%	-7%	4%
Cc1[nH]c2ccccc2c1C(=O)CSC(=S)N(C)C1CCCCC1
→ -9%	-10%	-14%	nt	-2%	25µM*	?	-7%
CCCCCn1c(=O)c(C(=O)OCC)c(O)c2ccccc21
→ 3%	-3%	-3%	9%	-1%	-8%	1%	-10%
Cc1ccc(S(=O)(=O)Nc2ccc(N3CCOCC3)cc2)cc1
→ -7%	-7%	?	12%	15%	9%	-19%	-2%
C/C(N)=C(/C#N)C(=O)CSc1nc2cc(Cl)ccc2c(=O)n1-c1ccc(C)cc1
→ -9%	-8%	13%	15%[10 µM]	6%	5%	-14%	2%
